# Source: PubChem BioAssay
# TLR9-MyD88 inh: inhibitors of TLR9-MyD88 association in cells, primary screen, cell-based, CHO, BLA complementation, fluorescence. Toll-like receptor 9 (Homo sapiens) + Myeloid differentiation primary response protein …. CCF4 FRET ratio. inhibition, % at 4.98 µM. 340,000 tested, 0.21% active;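 active means inhibition above the mean over all tested compounds plus 3 SD, cut at about 21% in these data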;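 further: 0% = DMSO only wells and 100% = clavulanate BLA inhibitor control wells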
# NR2F2 inh: NR2F2 transcriptional activity inhibitors, primary screen, cell-based, luciferase reporter, HEK293T, luminescence; HEK293T NGFI-A luciferase reporter; inhibition, % at 8.6 µM; 370,000 tested, 0.7% active;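 active means inhibition above a per-plate cutoff, mean inhibition of test wells between control levels plus 3 SD, cut at about 38% in these data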;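 further: cells cotransfected with COUP-TFII expression vector driving the NGFI-A reporter; 0% = median of COUP-TF2 test wells and 100% = reporter-only cells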
# ABHD5 PLIN5 PPI: ABHD5-PLIN5 interaction inhibitors, primary screen, cell lysate, split luciferase complementation, luminescence | Perilipin-5 (Homo sapiens) + 1-acylglycerol-3-phosphate O-acyltransferase ABHD5 (Homo … | Split G. princeps luciferase complementation, 4 h | inhibition, % at 4 µM | 360,000 tested, 0.78% active | AID 602281, 2012;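 active means inhibition above the mean inhibition across every tested compound plus 3 SD, cut at about 22% in these data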;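 further: 0% = DMSO only wells and the 100% control is not disclosed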
# MC4R ag barr: MC4R agonists recruiting beta-arrestin, primary screen, cell-based, luminescence, agonist arm of biased-ligand search. AID 540308, 2011. Melanocortin receptor 4 (Homo sapiens), P32245. 360,000 tested, 0.98% active. U2OS MC4R beta-arrestin complementation; percent of melanotan II response, DMSO zero. activation, % at 8.9 µM;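 active means activation above a per-plate cutoff, the mean activation of sample wells on that plate plus 3 SD, cut at about 8% in these data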
# Target sequence (P32245 whole entry, looked up): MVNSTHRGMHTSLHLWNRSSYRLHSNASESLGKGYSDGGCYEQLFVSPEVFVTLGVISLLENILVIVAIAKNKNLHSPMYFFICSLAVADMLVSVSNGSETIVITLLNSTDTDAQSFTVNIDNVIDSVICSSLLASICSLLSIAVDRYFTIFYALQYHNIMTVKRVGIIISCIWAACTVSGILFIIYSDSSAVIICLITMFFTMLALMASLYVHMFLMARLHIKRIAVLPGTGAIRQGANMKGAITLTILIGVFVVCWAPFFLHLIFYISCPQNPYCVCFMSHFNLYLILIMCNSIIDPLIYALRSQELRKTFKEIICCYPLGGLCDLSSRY
# NCOA3 inh: SRC3 coactivator transcriptional activity inhibitors, primary screen, cell-based, luminescence; inhibition, % at 3.6 µM; Nuclear receptor coactivator 3 (Homo sapiens), Q9Y6Q9; 360,000 tested, 0.17% active; HEK293 GAL4-SRC3 luciferase reporter;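 active means inhibition above a per-campaign cutoff, the mean of all compounds plus 3 SD, cut at about 60% in these data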;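 further: 0% = DMSO-treated cells and 100% = gossypol-treated cells at 36 µM; higher means less SRC3-driven luciferase light from the GAL4 reporter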
# LMP1 NFkB inh: EBV LMP1-driven NF-kappaB luciferase reporter inhibitors, primary screen, cell-based, luminescence, single point. LMP1-induced NF-kappaB luciferase reporter cells. 350,000 tested, 0.69% active. inhibition, % at 12.5 µM; in the data active means inhibition above about 41%;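 further: 0% = neutral control wells and 100% = reference inhibitor control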
# NR5A2 inv ag: LRH-1 (NR5A2) inverse agonists, primary screen, cell-based, luminescence, HEK293T, StAR-luciferase reporter | Nuclear receptor subfamily 5 group A member 2 (Homo sapiens), O00482 | LRH-1 transfected, 24 h | inhibition, % at 3.6 µM | 360,000 tested, 0.13% active | AID 602396, 2012;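 active means inhibition above the mean inhibition of all tested compounds plus 3 SD, cut at about 73% in these data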;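 further: 0% = DMSO wells and 100% = reporter-only cells lacking LRH-1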
# MC4R antagonist: MC4R antagonists of cAMP signaling, primary screen, cell-based, TR-FRET, antagonist arm of biased-ligand search; inhibition, % at 6.5 µM; 360,000 tested, 0.48% active; MC4R-expressing cells, MTII-stimulated cAMP, LANCE TR-FRET;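 active means inhibition above its plate's cutoff, the mean of tested wells on that plate plus 3 SD, cut at about 29% in these data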;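 further: 0% = Melanotan II alone and 100% = Melanotan II plus saturating MCL0020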
#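 material = U2OS cells stably expressing human melanocortin 4 receptor (MC4R) | also added = Melanotan II challenge | dosing = single nominal compound dose of 6.5 µM | detection = TR-FRET with Eu-cAMP and labeled anti-cAMP, 671 nm | replication = singlicate | timing = compound 30 min, challenge 1 h, detection 1 h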
# SRC2 inh: inhibition of GAL4-SRC2 driven luciferase reporter, primary screen, SRC2 inhibitor project, cell-based, luminescence | Nuclear receptor coactivator 2 (Homo sapiens), Q15596 | HEK293 GAL4-SRC2 luciferase reporter | 370,000 tested, 0.17% active | inhibition, % at 9 µM | AID 651957, 2012;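 active means inhibition above the mean inhibition of all tested compounds plus 3 SD, set per campaign, cut at about 52% in these data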;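 further: 0% = DMSO treated cells and 100% = cells given Gossypol at 36 µM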
# NOD2 RIPK2 PPI: NOD2-RIPK2 binding disruptors in cells, primary screen, fluorescence, CHO cells, BLA complementation | CCF4 ratio | inhibition, % at 4.98 µM | 360,000 tested, 0.38% active | AID 624267, 2012; in the data active means inhibition above about 21%;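 further: 0% = vehicle only and 100% = reference blocker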
# Target sequence (O43353 whole entry, looked up): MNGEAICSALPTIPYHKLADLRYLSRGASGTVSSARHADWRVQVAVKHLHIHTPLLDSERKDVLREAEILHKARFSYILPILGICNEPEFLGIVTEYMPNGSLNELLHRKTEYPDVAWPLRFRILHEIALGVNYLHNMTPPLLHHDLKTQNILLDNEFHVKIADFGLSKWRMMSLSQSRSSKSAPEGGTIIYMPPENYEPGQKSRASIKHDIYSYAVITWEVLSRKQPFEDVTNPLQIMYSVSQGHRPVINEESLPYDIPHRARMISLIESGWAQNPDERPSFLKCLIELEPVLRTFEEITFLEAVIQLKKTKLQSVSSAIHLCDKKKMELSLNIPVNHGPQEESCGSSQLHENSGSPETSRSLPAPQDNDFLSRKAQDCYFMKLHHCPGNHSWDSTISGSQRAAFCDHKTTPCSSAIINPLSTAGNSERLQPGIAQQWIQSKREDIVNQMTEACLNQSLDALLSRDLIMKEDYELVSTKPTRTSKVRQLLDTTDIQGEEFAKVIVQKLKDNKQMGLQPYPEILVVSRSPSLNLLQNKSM
# SRC1 inh: SRC1 coactivator transcriptional activity inhibitors, primary screen, cell-based, luminescence; AID 588354, 2011; inhibition, % at 3.6 µM; Nuclear receptor coactivator 1 (Homo sapiens), Q15788; HEK293 GAL4-SRC1 luciferase reporter; 360,000 tested, 0.12% active;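 active means inhibition above the campaign mean plus 3 SD, with each screening campaign given its own cutoff, cut at about 60% in these data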;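 further: 0% = DMSO treated cells and 100% = gossypol at 36 µM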
# * hit, by the source's call; . = not tested or not shown. A portion of the library (hit frequency here may not be typical).
# The first nine records (preview)
Molecule | NR5A2 inv ag | TLR9-MyD88 inh | SRC1 inh | MC4R antagonist | NOD2 RIPK2 PPI | ABHD5 PLIN5 PPI | SRC2 inh | NCOA3 inh | LMP1 NFkB inh | MC4R ag barr | NR2F2 inh
CC(C)(O)c1nnn(-c2ccccc2)c1C(F)(F)F | 8.0 | -0.1 | 16.6 | 3.0 | 1.2 | -2.6 | -15.5 | 3.0 | -10.4 | -0.7 | 1.9
CCOc1ccc2[nH]c(=S)[nH]c2c1 | -11.9 | 3.2 | -18.4 | 4.1 | 1.9 | 3.0 | 0.7 | 1.0 | 2.4 | -1.0 | 3.6
CCCOc1cc(NCc2ccccc2)c2ncn(C(C)C)c2c1 | 24.6 | -1.4 | 1.9 | -1.2 | 1.3 | -3.6 | 9.8 | 12.7 | -30.1 | 0.7 | 2.0
N#Cc1ccccc1NC(=O)c1ccc2c(Cl)c3c(nc2c1)CCCC3 | -56.7 | -3.4 | -58.9 | -9.4 | -18.9 | 7.9 | -21.6 | -38.0 | -51.4 | 1.3 | 2.5
COc1ccc(CCNCC(=O)Nc2ccc(C)c(Br)c2)cc1OC | 8.8 | -12.1 | -8.5 | -3.7 | -0.8 | -4.6 | 2.0 | -2.2 | 4.9 | -0.1 | 15.3
Cc1ccc(CNC(=O)Cn2cnc3c(NCc4ccccc4)ncnc32)o1 | -0.8 | -1.6 | 4.7 | -7.8 | 4.0 | -3.1 | -30.9 | -33.1 | -21.6 | 0.1 | 3.2
CCN1CC2CCCC3(C1)C(=O)NC1(CCCCC1)N=C23 (stereo unspecified) | 5.0 | 7.8 | -3.8 | 3.0 | 2.7 | 4.6 | 15.3 | 11.6 | 8.5 | -0.8 | 15.8
COCCCNC(=S)N1CCN(c2ccc([N+](=O)[O-])cc2)CC1 | 24.2 | -7.9 | -13.1 | 12.5 | 1.3 | -6.1 | -12.8 | 4.0 | 0.9 | -1.9 | 12.9
C=CCN(C(=O)CNC(=O)c1ccco1)C(C(=O)NC1CCCCC1)c1ccc(F)cc1 (stereo unspecified) | -3.4 | 1.3 | -2.1 | 8.5 | -11.2 | 0.2 | 17.4 | 1.4 | -0.6 | -1.3 | -1.2

# This part in full, previewed entries included:
Molecule | NR5A2 inv ag | TLR9-MyD88 inh | SRC1 inh | MC4R antagonist | NOD2 RIPK2 PPI | ABHD5 PLIN5 PPI | SRC2 inh | NCOA3 inh | LMP1 NFkB inh | MC4R ag barr | NR2F2 inh
CC(C)(O)c1nnn(-c2ccccc2)c1C(F)(F)F | 8.0 | -0.1 | 16.6 | 3.0 | 1.2 | -2.6 | -15.5 | 3.0 | -10.4 | -0.7 | 1.9
CCOc1ccc2[nH]c(=S)[nH]c2c1 | -11.9 | 3.2 | -18.4 | 4.1 | 1.9 | 3.0 | 0.7 | 1.0 | 2.4 | -1.0 | 3.6
CCCOc1cc(NCc2ccccc2)c2ncn(C(C)C)c2c1 | 24.6 | -1.4 | 1.9 | -1.2 | 1.3 | -3.6 | 9.8 | 12.7 | -30.1 | 0.7 | 2.0
N#Cc1ccccc1NC(=O)c1ccc2c(Cl)c3c(nc2c1)CCCC3 | -56.7 | -3.4 | -58.9 | -9.4 | -18.9 | 7.9 | -21.6 | -38.0 | -51.4 | 1.3 | 2.5
COc1ccc(CCNCC(=O)Nc2ccc(C)c(Br)c2)cc1OC | 8.8 | -12.1 | -8.5 | -3.7 | -0.8 | -4.6 | 2.0 | -2.2 | 4.9 | -0.1 | 15.3
Cc1ccc(CNC(=O)Cn2cnc3c(NCc4ccccc4)ncnc32)o1 | -0.8 | -1.6 | 4.7 | -7.8 | 4.0 | -3.1 | -30.9 | -33.1 | -21.6 | 0.1 | 3.2
CCN1CC2CCCC3(C1)C(=O)NC1(CCCCC1)N=C23 (stereo unspecified) | 5.0 | 7.8 | -3.8 | 3.0 | 2.7 | 4.6 | 15.3 | 11.6 | 8.5 | -0.8 | 15.8
COCCCNC(=S)N1CCN(c2ccc([N+](=O)[O-])cc2)CC1 | 24.2 | -7.9 | -13.1 | 12.5 | 1.3 | -6.1 | -12.8 | 4.0 | 0.9 | -1.9 | 12.9
C=CCN(C(=O)CNC(=O)c1ccco1)C(C(=O)NC1CCCCC1)c1ccc(F)cc1 (stereo unspecified) | -3.4 | 1.3 | -2.1 | 8.5 | -11.2 | 0.2 | 17.4 | 1.4 | -0.6 | -1.3 | -1.2
CCCCCCCNc1nc(Cl)nc(NCCO)n1 | 2.6 | 3.9 | 3.0 | 7.4 | 9.7 | -1.8 | 2.4 | 18.8 | 2.9 | 3.5 | 14.1
C=CCOc1cccc(CNn2cn[nH]c2=S)c1 | 20.4 | -1.9 | -10.6 | 8.5 | -7.8 | -0.6 | -2.5 | 17.2 | 0.3 | -1.8 | 8.9
CCCCn1c(C(C)NC(=O)CC)nc2ccccc21 (stereo unspecified) | -23.5 | -5.7 | 11.2 | 1.5 | 5.5 | 5.1 | 9.0 | 5.2 | 7.1 | 0.3 | -7.4

# (list continues)
Molecule | NR5A2 inv ag | TLR9-MyD88 inh | SRC1 inh | MC4R antagonist | NOD2 RIPK2 PPI | ABHD5 PLIN5 PPI | SRC2 inh | NCOA3 inh | LMP1 NFkB inh | MC4R ag barr | NR2F2 inh
O=C1N=C(N2CCCC2)S/C1=C\C=C\c1ccccc1 | 1.3 | -6.6 | 28.8 | 2.7 | 0.1 | 4.8 | -9.6 | 31.3 | 14.8 | 2.6 | -1.5
COc1cccc(CSc2nnc(C(F)(F)F)n2Cc2ccc(F)cc2)c1 | -3.8 | 3.0 | 0.5 | -6.9 | -8.4 | 1.4 | 15.8 | 14.8 | -6.6 | 0.7 | -5.8
Cc1c(C(=O)NN)sc(=S)n1C | 5.5 | 4.0 | 4.4 | -5.9 | 10.4 | -4.7 | -7.8 | 10.7 | 7.3 | -0.1 | 6.3
COc1ccc(NC(=O)c2oc3ccc(S(=O)(=O)N4CCC5(CC4)OCCO5)cc3c2C)cc1 | 21.9 | -7.4 | 15.8 | 4.9 | -15.4 | 3.0 | 10.2 | 42.4 | 1.5 | 1.0 | 18.5
COc1cccc(C(O)c2nc(-c3ccc(F)c(Cl)c3)cs2)c1 (stereo unspecified) | 8.3 | . | -4.9 | -2.9 | -5.6 | -1.4 | -6.3 | -1.6 | . | 3.1 | 1.8
COC(=O)C(Sc1ccc(Cl)cc1)C1SC(=S)N(Cc2ccccc2)C1=O (stereo unspecified) | -4.5 | -6.8 | -24.2 | -9.5 | -14.2 | 21.7 | 3.1 | -7.3 | 34.3 | -2.8 | 15.1
CN1CCN(C(=S)c2cn(Cc3ccc(Br)cc3)c3ccccc23)CC1 | 6.2 | -3.3 | 10.4 | -2.2 | 5.5 | 27.6* | -55.6 | 19.0 | 2.9 | 2.6 | -3.4
CCCc1ccc(OCc2ccc(C(=O)N3CCN(c4ccccn4)CC3)o2)c(OC)c1 | -40.4 | -6.2 | -9.3 | -0.3 | 10.8 | 2.5 | -21.6 | -8.4 | -19.9 | 3.8 | 2.3
CCOC(=O)c1c(C)nc2sc3c(=O)n(-c4ccc(OC)cc4)nnc3c2c1-c1ccc(OC)cc1 | -20.9 | -6.6 | -7.2 | 3.3 | -6.4 | -4.1 | -6.0 | -6.0 | 37.2 | -1.3 | 7.9
COC(=O)CCn1[nH]c(=O)c2ccccc2c1=O | -7.4 | -3.6 | 4.6 | 9.6 | 0.5 | 2.6 | -4.2 | 3.3 | -7.4 | 0.4 | -15.3

# Some of these compounds in order of length of the SMILES, ascending.
Molecule | NR5A2 inv ag | TLR9-MyD88 inh | SRC1 inh | MC4R antagonist | NOD2 RIPK2 PPI | ABHD5 PLIN5 PPI | SRC2 inh | NCOA3 inh | LMP1 NFkB inh | MC4R ag barr | NR2F2 inh
CC(C)(O)c1nnn(-c2ccccc2)c1C(F)(F)F | 8.0 | -0.1 | 16.6 | 3.0 | 1.2 | -2.6 | -15.5 | 3.0 | -10.4 | -0.7 | 1.9
O=C1N=C(N2CCCC2)S/C1=C\C=C\c1ccccc1 | 1.3 | -6.6 | 28.8 | 2.7 | 0.1 | 4.8 | -9.6 | 31.3 | 14.8 | 2.6 | -1.5
COc1cccc(C(O)c2nc(-c3ccc(F)c(Cl)c3)cs2)c1 (stereo unspecified) | 8.3 | . | -4.9 | -2.9 | -5.6 | -1.4 | -6.3 | -1.6 | . | 3.1 | 1.8
